MRP1 act – H69AR viability gain despite doxorubicin, primary screen, MRP-1 activator project, H69AR cells, CellTiter-Glo; viability rescue; AID 799, 2007; actives 0.61% (n = 140,000); viability increase, % at 10 µM;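 active = viability gain under doxorubicin at or above a set limit, the compound median plus 3 SD, cut at about 4.7% in these data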;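 note: MRP-1 overexpressing cells given doxorubicin 25 µM after compound pretreatment; 18-22 h compound pretreatment then 72 h with doxorubicin before readout; 0% = doxorubicin-only wells and 100% = vehicle-treated cells without doxorubicin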
Yeast life ext – compounds extending yeast replicative lifespan, primary screen, S. cerevisiae, OD615. inhibition of the nicotinamide effect, % at 10 µM. actives 0.68% (n = 130,000). S. cerevisiae growth with nicotinamide; deaD strain in restrictive glucose medium;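 active = inhibition above a set limit, placed 3 SD over the median of all compounds, cut at about 26% in these data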;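 note: 0% = nicotinamide-treated wells and 100% = cells grown without nicotinamide; some compounds called inactive have numbers as strong as hits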
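assay system = DeaD-strain S. cerevisiae | buffer or medium = restrictive glucose medium | reagent = 1.5 mM nicotinamide | compound = 10 µM single point, 0.25% DMSO | incubation = 48 h compound exposure at 30 °C, humidified | signal = OD615 measurement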
Yeast growth inh – growth inhibitors of yeast BB579 in restrictive medium, primary screen, yeast lifespan-shortening project, S. cerevisiae; OD615, 48 h; inhibition, % at 10 µM; actives 0.51% (n = 140,000); AID 804, 2007;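 active = inhibition above a set limit, 3 SD over the mean compound inhibition, cut at about 44% in these data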; note: inactives centre near -24
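Test system: S. cerevisiae DeaD strain BB579 yeast; Medium: restrictive CSMM-D medium; Compound: one dose, 10 µM compound with 0.25% DMSO; Incubation: 4 h cell preincubation, 48 h compound exposure, 30 °C humidified; Signal: OD at 615 nm; Benchmarks: amphotericin B at 10 µg/mL as positive control.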
NPY-Y2 antag – NPY-Y2 receptor antagonists, primary screen, cell-based | NPY-Y2 expressing cells, antagonist mode | inhibition, % at 2.7 µM | actives 0.99% (n = 140,000); in the data active = inhibition above about 17%;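 note: 0% = vehicle with agonist challenge and 100% = reference antagonist with challenge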
Target sequence (P49146 whole entry, looked up): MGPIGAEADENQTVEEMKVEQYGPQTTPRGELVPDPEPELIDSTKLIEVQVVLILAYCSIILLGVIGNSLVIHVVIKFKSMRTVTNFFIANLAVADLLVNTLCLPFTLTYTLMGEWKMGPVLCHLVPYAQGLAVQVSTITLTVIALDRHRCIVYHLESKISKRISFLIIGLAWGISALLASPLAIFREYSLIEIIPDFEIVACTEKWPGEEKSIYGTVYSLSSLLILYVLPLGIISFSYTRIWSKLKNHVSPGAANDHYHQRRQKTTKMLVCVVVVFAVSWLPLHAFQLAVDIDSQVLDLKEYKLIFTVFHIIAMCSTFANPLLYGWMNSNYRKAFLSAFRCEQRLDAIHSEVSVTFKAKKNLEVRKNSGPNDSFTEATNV
Measles CPE – compounds protecting cells from measles virus cytopathic effect, primary screen, measles RdRp inhibitor project, single point, MLSMR library, absorbance; actives 1.5% (n = 140,000); Measles virus-infected cells, CPE protection; protection (pct of control), % at 4 µM; in the data active = protection mostly above about 24%, no sharp cut-off; inactive = mostly below about 26%; note: some compounds called inactive have numbers as strong as hits
E-sel TNF inh – E-selectin induction blockers in HUVEC – imaging, immunofluorescence, high content, primary screen; inhibition, % at 2 µM; HUVEC TNFa-induced E-selectin immunofluorescence; actives 0.71% (n = 120,000); AID 1246, 2008;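 active = inhibition above the batch mean plus 3 SD, and confirmed as a hit on visual image review, cut at about 43% in these data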;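 note: 0% = TNF-stimulated DMSO wells and 100% = unstimulated control wells; not every result past the cut was called active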
bCat KO growth – primary screen for growth suppressors in beta-catenin knockout HCT116 cells (colon tumor, human); actives 1.5% (n = 140,000); HCT116 beta-catenin knockout viability, CellTiter-Glo, 60 h; active compounds read low; viability, % at 10 µM; AID 818, 2007;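 active = viability at or under a set limit, the compound median less 4 SD, cut at about 6% in these data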;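 note: 0% = Hyamine 1622 control at 20 µM and 100% = untreated cell control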
GALR2 blocker – GALR2 antagonists in receptor-expressing cells, primary screen; inhibition, % at 4 µM; antagonist mode; actives 0.39% (n = 140,000); Galanin receptor type 2 (Homo sapiens), O43603; AID 828, 2007; in the data active = inhibition above about 27%;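 note: cells stimulated with galanin 1-16 at roughly its EC80; 0% = agonist challenge control and 100% = basal control without agonist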
Target sequence (O43603 whole entry, looked up): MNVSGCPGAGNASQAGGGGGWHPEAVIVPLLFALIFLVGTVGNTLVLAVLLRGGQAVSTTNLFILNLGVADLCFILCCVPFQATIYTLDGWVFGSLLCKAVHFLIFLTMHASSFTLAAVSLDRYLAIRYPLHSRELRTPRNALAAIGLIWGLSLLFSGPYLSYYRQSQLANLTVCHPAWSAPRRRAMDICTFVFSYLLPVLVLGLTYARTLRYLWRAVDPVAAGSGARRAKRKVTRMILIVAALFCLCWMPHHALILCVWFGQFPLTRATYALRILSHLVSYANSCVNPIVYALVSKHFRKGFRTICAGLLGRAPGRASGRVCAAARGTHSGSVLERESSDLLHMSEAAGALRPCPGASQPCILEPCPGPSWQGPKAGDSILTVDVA
PTEN del growth – growth suppression of PTEN-null HCT116, primary screen, cell-based, CellTiter-Glo. HCT116 PTEN-null viability, 60 h; active compounds read low. viability, % at 10 µM. actives 1.2% (n = 140,000). AID 827, 2007;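 active = viability at or below a set limit, 4 SD under the median of all tested compounds, cut at about 3.7% in these data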;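 note: PTEN knockout HCT116 line with beta catenin targeted HCT116 as companion control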
Phagocyt inh – inhibitors of macrophage phagocytosis, primary screen, imaging, J774A.1 cells, IgG beads. J774A.1 macrophage IgG-bead phagocytosis. inhibition, % at 5 µM. actives 0.07% (n = 110,000). AID 1029, 2008;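 active = inhibition above the mean of the plate negative controls plus 5 SD, cut at about 13% in these data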;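 note: phagocytic index as fraction of beads internalized from green versus red external bead signal; plate controls were DMSO negative control for no effect and cytochalasin-D positive control for full effect; some results beyond the cut were filed as inactive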
Active calls of the source: *; x = no result given.

Every second line gives: MRP1 act | Yeast life ext | Yeast growth inh | NPY-Y2 antag | Measles CPE | E-sel TNF inh | bCat KO growth | GALR2 blocker | PTEN del growth | Phagocyt inh
c1ccc2c(N3CCCCC3)nc(N3CCCC3)nc2c1
→ -2.2 | -7 | -59 | 32* | 4 | 1 | 47 | 21 | 43 | -1
COc1ccc(C(=O)c2ccc(OC)c(Br)c2)cc1Br
→ -4.2 | 5 | -9 | 5 | 4 | x | 89 | 4 | 83 | -8
O=C(NC1CCN(Cc2ccccc2)CC1)C12CC3CC(CC(C3)C1)C2
→ -5.1 | x | -25 | 2 | 9 | -2 | 82 | 4 | 96 | x
COc1ccccc1C(=O)Nc1nnc(-c2ccco2)s1
→ -1.9 | -12 | -25 | 8 | 14 | -3 | 90 | 0 | 88 | 1
CCCCn1c2c(c(=O)n(C)c1=O)C(CC(=O)OCC(=O)Nc1cccc(C(F)(F)F)c1)C(=O)N2 (stereo not given)
→ -1.7 | -9 | -9 | 1 | 22 | -18 | 94 | -3 | 91 | -1
Cc1ccccc1NC(=O)C1c2cccc[n+]2CC(=O)N1c1c(C)cccc1C (stereo not given)
→ -3.1 | -5 | -22 | 2 | 15 | 4 | 77 | 9 | 79 | 0
COc1ccccc1C(=O)NC(=S)Nc1ccc(N2CCCC2)cc1
→ -0.1 | 0 | -30 | 1 | 24 | x | 81 | 8 | 80 | -6
CCN(CCNC(=O)c1cccc(N2CCCC2=O)c1)c1ccccc1
→ -1.1 | -3 | -28 | 7 | 10 | 25 | 78 | 4 | 80 | 0
COC(=O)Cc1[nH]nc2c1C(c1cccc(OC)c1OC)C(C#N)=C(N)O2 (stereo not given)
→ -0.2 | -2 | -42 | 0 | 3 | -12 | 95 | 1 | 99 | 1
CC1=C(C(=O)OCc2ccccc2)C(c2ccco2)C2=C(CC(C)(C)CC2=O)N1 (stereo not given)
→ -3.3 | -5 | 11 | -2 | 13 | -8 | 75 | 8 | 73 | -1
COc1ccc(C)cc1NC(=O)CN1CCN(c2ccc(F)cc2)CC1
→ -2.5 | -7 | -8 | 1 | 4 | -21 | 84 | 8 | 89 | 1
CC1(C)CC(=O)/C(=C(/O)Cc2ccccc2)C(=NCCc2ccccc2)C1
→ -1.4 | -4 | -4 | 8 | 12 | x | 63 | -6 | 63 | -8
COc1cccc(N(CC(=O)NC(C)(C)C)C(=O)C2CSC(=O)C2)c1 (stereo not given)
→ -0.1 | 6 | -45 | 3 | 12 | -18 | 101 | -2 | 105 | -2
Cc1ccc(OCC(=O)NCCC2=CCCCC2)cc1
→ -0.8 | 7 | -25 | 10 | 5 | 14 | 102 | 2 | 95 | -1
O=C(Nc1cccc2c1CCCC2)C1CCN(c2nnnn2-c2ccccc2)CC1
→ -1.4 | 10 | -38 | 6 | 18 | 23 | 88 | 1 | 90 | 0
CCOC(=O)C(C)n1cnc2c(nnn2-c2cccc(Cl)c2)c1=O (stereo not given)
→ 0.4 | -3 | -43 | 8 | 22 | 10 | 97 | 3 | 97 | 0
COc1ccc(C)cc1NC(=O)C(Sc1nnc(-c2cccs2)o1)c1ccccc1 (stereo not given)
→ -3.5 | -8 | 1 | 3 | 3 | 6 | 84 | -4 | 83 | 0
Cc1cccc(N(C(=O)c2ccc(CN3CCOCC3)o2)C(C(=O)NC2CCCCC2)c2ccc(F)cc2)c1 (stereo not given)
→ -6.7 | x | -25 | 2 | 7 | -3 | 15 | 9 | 9 | x
COc1ccc(N(CC(=O)N2CCN(C)CC2)S(=O)(=O)c2ccccc2)cc1OC
→ -2.1 | -2 | 0 | 0 | 11 | x | 89 | -3 | 97 | -1
O=C(Oc1cccc2cccnc12)c1cccc(N2C(=O)C3C4CCC(C4)C3C2=O)c1 (stereo not given)
→ -5.5 | 6 | -29 | 1 | 20 | x | 4.5* | -12 | 2.1* | -7
Cc1c(C(=O)Nc2cccc(-c3nnc4n3CCCCC4)c2)oc2ccccc12
→ 1.1 | 4 | -33 | 1 | 10 | 4 | 75 | -2 | 52 | -9
CCOC(=O)C(=CNc1cccc(C)n1)C(=O)OCC
→ -0.4 | -5 | -36 | 6 | 21 | -27 | 100 | -1 | 120 | x
CC(C)NC(=O)c1ccccc1NC(=O)c1ccccc1N(C)S(C)(=O)=O
→ -1.4 | -4 | -30 | 2 | 2 | -25 | 96 | 3 | 94 | -3
CCOC(=O)CNc1c(-c2ccc(O)cc2)nc2ccc(Cl)cn12
→ -2.5 | -14 | -32 | 5 | 1 | 17 | 84 | 21 | 94 | 0
O=C1NC(CCc2ccccc2)C(=O)N1Cc1cccc2ccccc12 (stereo not given)
→ 0.6 | -4 | -16 | 3 | 13 | x | 90 | -5 | 94 | -8
CC1=Nn2c(nnc2-c2ccccc2)SC1
→ 0.5 | -7 | -7 | 2 | 11 | -13 | 98 | 0 | 97 | -1
CCCCC(=O)Nc1ccccc1C(=O)OCC(=O)c1ccc2c(c1)OCCO2
→ -0.8 | -2 | -15 | 4 | 14 | -13 | 87 | -4 | 80 | 7
O=C(c1cccc(-c2nnc(-c3ccccc3)o2)c1)N1CCCCC1
→ -0.3 | -8 | -11 | 4 | 5 | 7 | 36 | 4 | 30 | x
COc1ccc(CC(=O)NNc2ncnc3c2cnn3-c2ccc(C)cc2)cc1
→ -4.4 | 2 | -33 | 5 | 7 | -45 | 56 | -11 | 66 | -9
Cn1c(=O)c2c(ncn2CC(=O)OCC(=O)NC2CCCc3ccccc32)n(C)c1=O (stereo not given)
→ 0.1 | 5 | -51 | -3 | 3 | -19 | 90 | 0 | 108 | -1
COc1ccccc1CC(=O)N1CCN(c2cccc(C(F)(F)F)c2)CC1
→ -3.5 | -19 | -25 | 11 | 7 | x | 43 | -5 | 56 | -3
Cc1cccc(Cn2cc(SCC(=O)Nc3nccs3)c3ccccc32)c1
→ 0.2 | -3 | -11 | 4 | 2 | x | 94 | 7 | 98 | 1
CCOc1nc(C)ccc1-c1noc(CC)n1
→ -1.2 | x | 10 | -2 | 26 | -54 | 87 | 6 | 101 | x
CC(C)OC(=O)CC(=O)CSc1nc(-c2ccc(F)cc2)cc(-c2ccccc2)c1C#N
→ -2.8 | 2 | -10 | 10 | 10 | 21 | 102 | 0 | 95 | -11
Cc1ccc2[nH]cc(CCNC(=O)CN3C(=O)c4ccccc4C3=O)c2c1
→ -0.5 | -4 | -10 | 2 | 29 | x | 90 | -3 | 92 | -9
Cc1cc(C)c2c(n1)sc1c(O)cc(=O)[nH]c12
→ 0.7 | -2 | -12 | 0 | 3 | -30 | 94 | -17 | 99 | 2
CCOc1ccccc1-c1nc(C(N)=O)c2[nH]c(=O)n(-c3cccc(C)c3)c2n1
→ -4.8 | -5 | -62 | 17 | 5 | x | 75 | -10 | 66 | -2
COc1cc(NS(=O)(=O)c2ccc(C)cc2)c2ncccc2c1
→ -3.6 | 3 | -11 | 4 | 4 | x | 3.6* | 11 | 2.3* | x
Cc1ccc(NC(=O)C(=O)N2CCCC2)cc1Cl
→ -0.7 | -2 | -34 | -1 | 8 | x | 98 | -5 | 105 | 0
COC(=O)c1ccc(C2/C(=C(\O)c3ccc(OC)c(C)c3)C(=O)C(=O)N2c2cc(C)on2)cc1 (stereo not given)
→ 0.0 | 0 | -27 | 6 | 24 | -22 | 94 | 4 | 94 | 0
Cc1ccc(NC(=O)c2snc3ccc(Cl)cc23)cc1C
→ 3.5 | -4 | -11 | 1 | 12 | x | 80 | 0 | 89 | -6
CCOc1ncccc1C(=O)NCc1cccc(OC)c1
→ -0.1 | -6 | -32 | 0 | 7 | x | 102 | 11 | 98 | -4
CC(=O)N(Cc1ccccc1)c1ccc(C(=O)O)cc1
→ 0.3 | -3 | -51 | 0 | 9 | x | 104 | 3 | 96 | -1
CCOC(=O)c1nnc(-c2ccccc2)nc1Sc1ccccc1Cl
→ -1.6 | -3 | -62 | 4 | 25 | 12 | 85 | -4 | 82 | -1
COC(=O)c1c(NC(=O)COC(=O)[C@@H](NS(=O)(=O)c2ccccc2)C(C)C)sc2c1CCC2
→ -2.4 | -3 | -16 | 3 | 20 | x | 50 | -13 | 33 | -12
CN(C)CCN1C(=O)C(=O)/C(=C(/O)c2ccc(F)cc2)C1c1ccccc1F (stereo not given)
→ 0.2 | -6 | -19 | 1 | 9 | -47 | 103 | 8 | 97 | 1
Cc1cc(C)c(C(=O)CSc2nnc(-c3ccccc3Br)o2)cc1C
→ -0.5 | -8 | -55 | 6 | 6 | 16 | 93 | 2 | 91 | 0
CC(c1ccco1)N(C(=O)C12CC3CC(CC(C3)C1)C2)c1ccccn1 (stereo not given)
→ -1.7 | -2 | -5 | 4 | 9 | 100* | 88 | -15 | 96 | 1
Cc1cccc2c1-c1sc(C(=O)Nc3nccs3)cc1CO2
→ -0.5 | -6 | -22 | 1 | 21 | x | 74 | 5 | 61 | 0
O=C(CN1CCN(C(=O)c2cccs2)CC1)Nc1ccc(Br)cc1
→ -0.1 | 3 | -24 | 2 | 17 | x | 95 | 4 | 108 | 0
COCCCNC(=O)C1CCN(c2nc(C)cc(C)n2)CC1
→ -1.8 | -18 | -27 | 2 | 6 | x | 98 | 5 | 100 | 0
O=C(Nc1ccc(Cl)cc1C(F)(F)F)C(Sc1nnc(-c2cccs2)o1)c1ccccc1 (stereo not given)
→ -3.0 | 1 | -20 | 0 | 6 | x | 48 | -7 | 56 | -4
CCCN(CC(=O)Nc1ccc(Cl)cc1Cl)C(=O)/C=C/c1cccc([N+](=O)[O-])c1
→ -1.2 | 0 | -1 | 8 | 9 | 4 | 82 | 0 | 74 | -4
Cc1cc(NCCCN2CCOCC2)n2c(nc3ccccc32)c1C#N
→ -3.4 | -22 | -14 | -2 | 6 | 20 | 101 | -8 | 90 | 0
CCNC(=O)C1CC(=O)N(Cc2ccc3c(c2)OCO3)C(=Nc2ccc(OCC)cc2)S1 (stereo not given)
→ -1.3 | -12 | -56 | 2 | 4 | 8 | 67 | -1 | 78 | 1

Screens from PubChem BioAssay.
